# GSTO1 inh – GSTO1 inhibition, counter-screen for RBBP9 inhibitors; inhibition, % at 5.96 µM; recombinant GSTO1, activity-based probe fluorescence polarization; actives 1.1% (n = 300,000); P78417; AID 1974;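 active means inhibition above the campaign mean inhibition plus 3 SD, cut at about 35% in these data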;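 further: 0% = GSTO1-1 with DMSO and 100% = wells lacking GSTO1-1 enzyme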
# PREPL inhibitor – human PREPL enzyme inhibition. recombinant PREPL, fluorescence polarization activity-based probe. inhibition, % at 5.96 µM. actives 0.68% (n = 320,000). AID 2751; in the data active means inhibition above about 43%;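 further: 0% = enzyme with DMSO and 100% = wells lacking enzyme; many of its hits are not listed in these tables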
# EBNA-1 inhibitor – blocks EBNA-1 binding to DNA. actives 0.34% (n = 300,000). inhibition, % at 14.8 µM. AID 1950. EBNA-1 DNA binding, fluorescence polarization; in the data active means inhibition above about 28%
# LYPLA1 counter – LYPLA1 (human) inhibition in PME1 counter-screen; recombinant LYPLA1, FP-Rh probe fluorescence polarization; inhibition, % at 5.9 µM; actives 0.16% (n = 320,000); AID 2174;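 active means inhibition above the mean of all tested compounds plus 3 SD, set per campaign, cut at about 14% in these data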;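 further: inhibitors block serine hydrolase probe labeling of LYPLA1 so polarization falls; 0% = enzyme with DMSO and 100% = wells lacking LYPLA1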
# Target sequence (O75608 whole entry, looked up): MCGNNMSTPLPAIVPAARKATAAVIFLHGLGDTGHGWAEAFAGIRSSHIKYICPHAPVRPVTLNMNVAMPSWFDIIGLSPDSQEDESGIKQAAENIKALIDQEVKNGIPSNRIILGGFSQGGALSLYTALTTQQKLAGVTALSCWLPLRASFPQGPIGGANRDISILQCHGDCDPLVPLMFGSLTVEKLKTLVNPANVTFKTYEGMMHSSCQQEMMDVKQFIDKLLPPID
# PAFAH1B3 inh – PAFAH1B3 (human) inhibition; Q15102; recombinant PAFAH1B3, FP-rhodamine probe, fluorescence polarization; inhibition, % at 3.39 µM; actives 0.28% (n = 340,000); AID 492972;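 active means inhibition above the screen-wide average of all tested compounds plus 3 SD, cut at about 25% in these data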;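 further: 0% = enzyme with DMSO only and 100% = wells lacking PAFAH1B3 protein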
# Target sequence (Q15102 whole entry, looked up): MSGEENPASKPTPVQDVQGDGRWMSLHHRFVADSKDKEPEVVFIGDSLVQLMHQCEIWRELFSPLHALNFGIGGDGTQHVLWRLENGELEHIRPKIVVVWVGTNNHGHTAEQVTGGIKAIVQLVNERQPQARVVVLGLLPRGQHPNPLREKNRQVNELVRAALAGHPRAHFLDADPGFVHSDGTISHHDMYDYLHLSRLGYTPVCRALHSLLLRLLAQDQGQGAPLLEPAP
# LYPLA2 inh – LYPLA2 (human) inhibition in PME1 counter-screen | actives 0.38% (n = 320,000) | inhibition, % at 5.9 µM | AID 2177 | recombinant LYPLA2, FP-Rh probe fluorescence polarization | O95372;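 active means inhibition above the screen-wide mean plus 3 SD, limit set per campaign, cut at about 26% in these data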;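 further: 0% = LYPLA2 with DMSO and 100% = wells lacking LYPLA2 enzyme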
# Target sequence (O95372 whole entry, looked up): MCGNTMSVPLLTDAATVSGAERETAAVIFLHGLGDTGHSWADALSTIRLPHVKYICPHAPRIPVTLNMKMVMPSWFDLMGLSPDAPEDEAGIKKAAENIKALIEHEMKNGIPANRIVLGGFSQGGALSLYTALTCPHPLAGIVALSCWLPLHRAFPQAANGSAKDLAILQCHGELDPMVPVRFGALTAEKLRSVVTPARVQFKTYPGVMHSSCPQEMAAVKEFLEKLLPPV
# PAD4 inh – blocks human protein arginine deiminase 4. Q9UM07. recombinant PAD4, RCA probe fluorescence polarization. inhibition, % at 6.36 µM. actives 0.41% (n = 330,000). AID 485272;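 active means percent inhibition above a cutoff equal to the mean of all tested compounds plus 3 SD, cut at about 15% in these data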;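 further: 0% = PAD4 with RCA probe and DMSO and 100% = probe without PAD4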
# ZTA DNA inh – blocks Epstein-Barr virus ZTA, an EBNA-1 counter-screen; P03206; AID 2234; actives 0.15% (n = 320,000); ZTA-DNA binding, fluorescence polarization; inhibition, % at 11 µM; in the data active means inhibition above about 33%
# Target sequence (P03206 whole entry, looked up): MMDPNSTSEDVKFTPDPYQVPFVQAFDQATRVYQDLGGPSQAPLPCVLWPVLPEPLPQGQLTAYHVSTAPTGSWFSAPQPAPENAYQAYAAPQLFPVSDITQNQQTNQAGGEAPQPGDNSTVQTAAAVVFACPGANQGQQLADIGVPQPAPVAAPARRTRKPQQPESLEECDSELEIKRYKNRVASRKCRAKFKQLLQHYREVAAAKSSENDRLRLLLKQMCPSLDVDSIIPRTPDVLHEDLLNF
# PAFAH2 inh – inhibitors of human PAFAH2; inhibition, % at 3.39 µM; recombinant PAFAH2, FP-rhodamine activity probe, fluorescence polarization; actives 0.99% (n = 340,000); Q99487;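 active means inhibition above the mean over all tested compounds plus 3 SD, cut at about 30% in these data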;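 further: inhibitors block probe labeling of enzyme so polarization drops; 0% = enzyme with DMSO and 100% = wells lacking PAFAH2 protein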
# An asterisk follows results filed as active; . = not tested or not shown. An excerpt. The share of hits here may be higher or lower than overall.
SMILES,GSTO1 inh,PREPL inhibitor,EBNA-1 inhibitor,LYPLA1 counter,PAFAH1B3 inh,LYPLA2 inh,PAD4 inh,ZTA DNA inh,PAFAH2 inh
COc1ccc(CCN(C)C(=O)CN2C(=O)c3ccccc3S2(=O)=O)cc1OC,-2,6,-4,5,8,2,0,9,-3
O=C1CCC(=O)N1CCSC(=S)N1CCOCC1,10,3,-3,0,-7,3,1,-4,-3
Cc1cc(C(=O)N2CCc3ccccc3C2)n[nH]1,-3,8,2,-1,-1,-3,-1,-12,-8
Cc1ccc(Cn2ccc(NC(=O)c3c(-c4ccccc4Cl)noc3C)n2)cc1,-4,-39,-6,0,5,0,-1,-10,2
N#Cc1cc(C#N)c(SCC(=O)N2CC(=O)Nc3ccccc32)nc1N,.,46*,.,-5,6,-5,-3,0,2
CCC(CC)C(=O)Nc1cc(C)c2c(=O)oc3ccccc3c2n1,-6,3,-10,-8,5,-15,-1,-8,3
Cc1ccc2nc(=O)c(NNc3ccccc3)cnc2c1,-3,12,-4,-3,2,-1,-2,-1,-1
Cc1ccc(-n2nnnc2CNC(=O)c2ccc3c(c2)OCO3)cc1C,1,-7,-12,-1,5,-6,-1,3,4
N#CCSc1nnc(SCC#N)s1,14,-1,2,-4,2,-2,2,6,8
O=C(COC(=O)c1ccc2c(c1)C(=O)N(CCc1ccccc1)C2=O)Nc1ccc(OC(F)F)cc1,-3,4,9,0,7,2,1,-19,-4
Cc1cc(NCc2ccco2)nc2cc(O)ccc12,6,3,-11,0,3,2,-3,-3,1
Cc1ccc(CNC(=O)Cn2cccc2C(=O)c2ccccc2C)cc1,11,-11,-6,0,7,0,1,2,1
CCOC(=O)[C@@H]1[C@H]2COc3ccccc3[C@@H]2N2C(=O)N(c3ccc(C(F)(F)F)cc3)C(=O)[C@]12C,7,-25,6,-4,-4,8,3,-12,-7
COc1ccc(C(=O)Oc2ccc(C(C)=O)cc2)c(OC)c1,-9,22,3,0,-1,8,3,8,19
NC(=O)c1cc(NC(=O)CCc2nc3ccccc3s2)cc(C(N)=O)c1,-2,-2,-20,1,15,-3,-3,-1,4
C[C@@H](C(=O)NCc1ccccn1)[C@@H]1C[C@@]1(C)[C@@H](NC(=O)OCc1ccccc1)c1ccccc1,-1,9,3,-4,-12,-6,1,-10,7
COc1ccc(OC)c(CN2CCN(CCc3ccccc3)C(CCO)C2)c1 (stereo unspecified),4,10,10,-2,6,0,2,10,7
CCOc1ccccc1NC(=O)c1ccc(S(=O)(=O)N2CCCCC2)cc1,3,6,-25,-3,-9,-4,4,6,1
COc1cccc(/C=N/Nc2cc(N3CCOCC3)ncn2)c1O,31,17,4,3,4,7,-2,-5,3
O=C(NCCC1=CCCCC1)C1COc2ccccc2O1 (stereo unspecified),-5,-4,-5,-1,11,-1,0,2,-4

# PREPL inhibitor, what is marked active above.
Structure | PREPL inhibitor | EBNA-1 inhibitor | PAFAH1B3 inh | PAD4 inh | PAFAH2 inh
N#Cc1cc(C#N)c(SCC(=O)N2CC(=O)Nc3ccccc32)nc1N | 46* | . | 6 | -3 | 2

# Additional structures
SMILES,GSTO1 inh,PREPL inhibitor,EBNA-1 inhibitor,LYPLA1 counter,PAFAH1B3 inh,LYPLA2 inh,PAD4 inh,ZTA DNA inh,PAFAH2 inh
CS(=O)(=O)N(C(=O)NC(=O)NC1CCS(=O)(=O)C1)C1CCCCC1 (stereo unspecified),-2,4,-2,-1,-3,-1,-2,-7,-5
CCN(C(=S)NCc1ccccc1)c1cccc2ccccc12,2,2,3,4,5,4,-2,18,3
CC(C)OC(=O)c1sc2nc(-c3ccccc3)ccc2c1N,2,10,9,-3,8,0,-1,7,4
O=[N+]([O-])c1cccnc1N1CCC(c2cc(-c3cccc(C(F)(F)F)c3)n[nH]2)CC1,-4,-13,2,-7,2,-9,6,-13,-18
O=C(CN1c2ccccc2Sc2ccccc21)N/N=C/c1ccc(Cl)cc1Cl,-3,6,10,5,13,1,2,-13,4
Cc1c(Cl)cccc1NC(=O)CSCc1cc(=O)[nH][nH]1,28,12,-2,3,1,2,-5,-10,-2
CC(C)OCCCNc1ncc2c(n1)CC(c1ccccc1)CC2=O (stereo unspecified),3,8,1,11,1,4,-1,-19,4
Cc1ccc(C(=O)N2CCN(Cc3ccccc3)CC2)o1,0,3,-3,-3,5,1,-4,10,-5
CCC(C)Sc1nc2c(c(=O)[nH]c(=O)n2C)n1CC(O)COc1cccc2ccccc12 (stereo unspecified),4,21,-12,-2,11,-2,-3,-2,-5
CCC(=O)N(Cc1ccc(S(N)(=O)=O)cc1)C1CC(=O)N(c2ccccc2)C1=O (stereo unspecified),5,-1,8,4,5,5,-2,-18,-1
CCNS(=O)(=O)c1ccc(NC(=O)c2cncc(Br)c2)cc1,-3,9,10,-4,18,1,-1,8,2
COC(=O)c1sccc1NC(=S)Nc1ccc(F)cc1,5,-5,5,-1,6,1,3,1,-4
Brc1ccccc1-c1nnc(CSc2nnnn2-c2ccccc2)o1,-5,-4,-6,-1,2,-10,-5,-15,10
Cc1ccnc(NC(=O)CCCc2c[nH]c3ccccc23)c1,-3,7,8,-7,13,-3,0,-10,-3
CCS(=O)(=O)N1CCN(S(=O)(=O)c2ccc(F)cc2)CC1,-2,14,-20,-2,0,6,-2,14,1
CC(C)(C)OC(=O)C[C@@H]1C/C=C\C[C@@H](CC(=O)N(CCO)Cc2ccccc2)C(=O)N2CCC[C@@H]2COC1=O,.,4,.,.,0,.,0,.,-1
Oc1ccc(Oc2ncc(Cl)cc2Cl)cc1,2,-1,9,-3,8,1,-7,7,4
COc1ccc(/C=C/C(=O)Nc2ccc3c(c2)CCC3)cc1OC,-11,8,-2,-9,8,9,-3,-6,-11
CCOc1ccc(Nc2nc(N)nc(CN(C)C3CCCCC3)n2)cc1,6,3,7,4,1,4,0,2,1
COCCN1C(=O)N(C)[C@@H](c2ccccc2)C(C(C)=O)=C1C,2,-8,5,-2,8,-10,2,15,-2
CCN(Cc1ccccc1)C(c1cccs1)c1nnnn1C1CCCCC1 (stereo unspecified),-5,5,8,-2,3,-3,2,10,2
COc1ccc(C(=O)COC(=O)C2CCCN2C(=O)C23CC4CC(CC(C4)C2)C3)cc1 (stereo unspecified),13,-9,10,4,-1,-2,6,-3,3
Cc1cc([N+](=O)[O-])nn1CCCC(=O)NC1CCCCC1,5,-3,5,0,0,4,1,10,3
Cc1ccc(CNC(=O)c2c(C)cc(=O)oc2C)cc1,13,7,-8,0,-2,2,4,-6,-4
CSc1ccc(C(=S)N2CCN(C)CC2)cc1,3,-4,0,-3,5,2,-5,13,-3
CSc1nc(-c2ccc(Cl)cc2)nn1C(=O)c1ccccc1,-10,9,-6,-1,-2,0,-3,10,-3
Cc1nn(-c2ccccc2)c2c1C1(C(=O)N3c4c(cccc41)C(C)CC3(C)C)C(C#N)=C(N)O2 (stereo unspecified),11,18,18,-3,2,-1,0,10,1
CCOc1ccc2c(c1)C(c1cccs1)=NNC(c1cccnc1)=N2,-2,-32,-3,0,1,1,-6,19,6
COc1ccccc1CCNC(=O)C(=O)NCC1OCCN1C(=O)c1ccc(Cl)cc1 (stereo unspecified),1,6,-1,3,-10,8,-1,-12,2
COc1ccc(C2=NS(=O)(=O)N(C)C(C(=O)N3CCOCC3)=C2)cc1,-1,11,1,2,-3,7,-4,5,-2

# Fetched by structure from the entries so far:
SMILES,GSTO1 inh,PREPL inhibitor,EBNA-1 inhibitor,LYPLA1 counter,PAFAH1B3 inh,LYPLA2 inh,PAD4 inh,ZTA DNA inh,PAFAH2 inh
COc1ccc(C2=NS(=O)(=O)N(C)C(C(=O)N3CCOCC3)=C2)cc1,-1,11,1,2,-3,7,-4,5,-2
Cc1nn(-c2ccccc2)c2c1C1(C(=O)N3c4c(cccc41)C(C)CC3(C)C)C(C#N)=C(N)O2 (stereo unspecified),11,18,18,-3,2,-1,0,10,1
Cc1cc([N+](=O)[O-])nn1CCCC(=O)NC1CCCCC1,5,-3,5,0,0,4,1,10,3
Cc1ccc(CNC(=O)c2c(C)cc(=O)oc2C)cc1,13,7,-8,0,-2,2,4,-6,-4
COc1ccc(C(=O)COC(=O)C2CCCN2C(=O)C23CC4CC(CC(C4)C2)C3)cc1 (stereo unspecified),13,-9,10,4,-1,-2,6,-3,3
COc1ccccc1CCNC(=O)C(=O)NCC1OCCN1C(=O)c1ccc(Cl)cc1 (stereo unspecified),1,6,-1,3,-10,8,-1,-12,2

# The listing continues:
SMILES,GSTO1 inh,PREPL inhibitor,EBNA-1 inhibitor,LYPLA1 counter,PAFAH1B3 inh,LYPLA2 inh,PAD4 inh,ZTA DNA inh,PAFAH2 inh
Nn1c(C2CCC2)nc2ccccc2c1=O,2,-5,1,4,12,5,-1,-2,-4
COc1cc(C(=O)c2c(C)c(CCC#N)n3ccccc23)cc(OC)c1OC,7,-2,-11,-3,7,-5,-5,4,5
O=S(=O)(c1cccc(S(=O)(=O)N2CCCC2)c1)N1CCCCC1,-1,-2,0,-2,3,1,4,8,5
O=C(C1CCCN(S(=O)(=O)c2ccccc2[N+](=O)[O-])C1)N1CCN(c2ccccc2)CC1 (stereo unspecified),-3,11,-4,1,0,5,-12,-11,2
CCOc1ccc(CN(C)C(C)C(=O)NCc2ccccc2)cc1 (stereo unspecified),7,-7,-5,0,2,9,-1,-8,4
O=C(CN1CCOCC1)Nc1cccc(S(=O)(=O)N2CCCCCC2)c1,-5,-3,-9,1,-1,9,-2,10,5
Cc1ccc(S(=O)(=O)NCCN(CCNS(=O)(=O)c2ccc(C)cc2)S(C)(=O)=O)cc1,5,-9,-10,0,0,-2,-5,-16,8
O=C(O)c1cccc(Sc2cc(Cl)ccc2C(=O)O)c1,.,-2,.,-2,7,-5,-5,-16,-1
COc1ccccc1NC(=O)C(C/C=C(/C)Cl)C(C)=O (stereo unspecified),0,-5,7,-4,12,-4,-2,19,0
COC(=O)c1nccc2c1[nH]c1ccccc12,16,5,10,0,7,6,1,6,1
CCOC(=O)C1CCN(C(=O)CCc2nc3ccccc3[nH]2)CC1,11,18,4,0,-1,7,4,0,9
N#CCOc1ccccc1/C=N/n1nnnc1N,-4,8,-9,0,2,4,1,-25,6
Cc1ccc(C(C)C)c(OCCNCc2ccccc2)c1,2,-10,-5,-2,-1,4,2,-12,-3
